Source: PubChem BioAssay (several laboratories)
MBD2 DNA inh: inhibitors of human MBD2 binding to methylated oligonucleotide. Q9UBB5. TR-FRET. inhibition, % at 4.4 µM. hit rate 0.31% among 370,000. AID 686964; in the data active = inhibition above about 13%
Target sequence (Q9UBB5 whole entry, looked up): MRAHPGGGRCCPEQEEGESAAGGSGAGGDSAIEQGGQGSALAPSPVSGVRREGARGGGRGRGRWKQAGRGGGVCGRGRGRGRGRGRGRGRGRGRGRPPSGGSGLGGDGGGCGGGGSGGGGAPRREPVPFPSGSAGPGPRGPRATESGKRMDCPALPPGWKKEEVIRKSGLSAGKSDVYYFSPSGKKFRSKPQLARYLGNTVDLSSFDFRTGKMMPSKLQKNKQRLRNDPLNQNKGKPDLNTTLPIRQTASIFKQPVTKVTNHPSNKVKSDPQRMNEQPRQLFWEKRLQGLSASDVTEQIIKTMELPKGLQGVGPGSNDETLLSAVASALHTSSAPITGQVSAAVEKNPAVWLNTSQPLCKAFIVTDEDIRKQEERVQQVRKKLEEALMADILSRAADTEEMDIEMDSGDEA
UHRF1 binding: human UHRF1 methylated DNA binding inhibitors. inhibition, % at 4.4 µM. hit rate 0.75% among 370,000. AID 687016. UHRF1 binding to methylated oligo, TR-FRET. Q96T88; in the data active = inhibition above about 21%;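 also: UHRF1 SRA domain binding a hemimethylated CpG hairpin DNA probe; 0% = median of test compound wells and 100% = reference inhibitor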
rCAG binder: molecules binding r(CAG) RNA repeats; r(CAG) RNA repeat, TO-PRO-1 dye displacement fluorescence; inhibition, % at 3 µM; hit rate 1.3% among 370,000; AID 651821;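 active = inhibition above the plate cutoff, the mean of all test compounds on that plate plus 3 SD, cut at about 35% in these data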;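 also: 0% = DMSO alone and 100% = 100 µM mitoxantrone as full dye displacement; higher means more dye released from RNA so lower well fluorescence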
mABHD4 FP: ABHD4 (mouse) inhibition, primary FP screen; Q8VD66; inhibition, % at 8.92 µM; AID 720543; purified mABHD4, FP-Rh probe fluorescence polarization; hit rate 0.54% among 370,000;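 active = inhibition exceeding the mean over every tested compound plus 3 SD, cut at about 30% in these data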;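 also: 0% = plate median of compound wells and 100% = S159A mutant with DMSO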
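Assay system: Wild-type mouse ABHD4 protein | Medium: HEPES pH 7.0 buffer, 150 mM NaCl, 0.01% Pluronic F-127 | Incubation: Enzyme–compound pre-incubation 45 min, then probe 60 min, both 25 °C | Technique: Fluorescence polarization with parallel and perpendicular emission, 525/598 nm | Evaluation: % inhibition of FP-Rh probe binding versus controls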
PRMT1 FP inh: PRMT1 (human) inhibition, primary screen; inhibition, % at 2.79 µM; recombinant PRMT1, activity-based probe fluorescence polarization; hit rate 1.3% among 370,000; Q99873;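 active = inhibition above about 21% made by adding two undisclosed values, limit read from the data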
GC-A act: GC-A (human) enzyme activation; HEK293 GC-A cells, cGMP TR-FRET, EC30 ANP; 0% at EC30 ANP, 100% saturating ANP; hit rate 0.14% among 370,000; P16066; activation, % at 10 µM; in the data active = activation above about 40%
SIAE primary: inhibitors of human sialic acid acetylesterase SIAE | Q9HAT2 | SIAE FP-Rh probe binding, fluorescence polarization | inhibition, % at 9.66 µM | hit rate 0.69% among 370,000;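 active = inhibition above a cutoff: mean of compounds within the control limits plus 3 SD of those, cut at about 17% in these data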;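 also: 0% = plate median of compound wells and 100% = probe without SIAE protein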
TCR CD3 inh: human TCR-CD3 binding inhibition | inhibition, % at 9.4 µM | TAMRA-labeled TCR probe fluorescence, biochemical | AID 651800 | hit rate 0.37% among 360,000; in the data active = inhibition above about 19%;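 also: recombinant mutant TCR 2C K166C tagged with TAMRA read by polarization; 0% = receptor in buffer alone and 100% = receptor with positive control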
HTRA1 inhibitor: inhibitors of human serine peptidase HTRA1; recombinant HTRA1, FP-rhodamine activity-based probe, fluorescence polarization; Q92743; hit rate 0.5% among 340,000; inhibition, % at 5.96 µM; in the data active = inhibition above about 36%;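 also: 0% = enzyme with DMSO and 100% = wells lacking enzyme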
Target sequence (Q92743 whole entry, looked up): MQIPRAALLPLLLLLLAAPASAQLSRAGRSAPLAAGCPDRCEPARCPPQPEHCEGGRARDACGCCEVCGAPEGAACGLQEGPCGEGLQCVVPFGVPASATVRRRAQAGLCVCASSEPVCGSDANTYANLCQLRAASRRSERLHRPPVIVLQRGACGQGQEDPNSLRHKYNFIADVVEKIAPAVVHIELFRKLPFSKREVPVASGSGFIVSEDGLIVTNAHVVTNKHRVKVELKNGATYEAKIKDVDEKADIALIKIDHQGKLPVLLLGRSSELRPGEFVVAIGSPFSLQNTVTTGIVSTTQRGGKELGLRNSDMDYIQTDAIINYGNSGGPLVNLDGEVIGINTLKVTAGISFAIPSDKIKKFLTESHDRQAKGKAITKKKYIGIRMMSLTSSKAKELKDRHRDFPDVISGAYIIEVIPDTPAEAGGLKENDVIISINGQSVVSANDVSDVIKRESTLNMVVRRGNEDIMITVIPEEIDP
GC-B act: GC-B (human) receptor activation | HEK293-GC-B cells, CNP EC30, cGMP TR-FRET; 0% at EC30 CNP, 100% saturating CNP | activation, % at 10 µM | AID 1920062 | P20594 | hit rate 0.11% among 370,000;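 active = activation at 10 µM reaching about 35% in either raw or pattern-adjusted values, limit read from the data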
* hit, by the source's call; x = not tested or not shown. This is a subset; count on the stated rates, not on these rows.

SMILES | MBD2 DNA inh | UHRF1 binding | rCAG binder | mABHD4 FP | PRMT1 FP inh | GC-A act | SIAE primary | TCR CD3 inh | HTRA1 inhibitor | GC-B act
CCC(CC)C(=O)N(CCc1ccc(OC)cc1)Cc1nc2ccccc2c(=O)[nH]1 | 3.2 | 1.5 | -7.9 | 6.0 | 1.6 | -3.4 | 3.8 | 1.4 | -11.8 | -1.3
COC(=O)[C@]12C[C@H](CC(=O)NCc3cccs3)C(=O)N(Cc3ccccc3)C1=C[C@H](C1CCCC1)O[C@@H]2C | 5.1 | 1.1 | 3.5 | 3.9 | 4.6 | -10.2 | 1.1 | -5.7 | x | -8.8
Cc1ccc(C2=CSC3=NS(=O)(=O)CCN23)cc1 | -0.9 | 6.5 | -0.6 | 5.7 | 0.8 | 1.9 | -4.0 | -0.5 | -15.0 | 1.9
Cc1ccccc1S(=O)(=O)NC(=O)C1(C)CCN1C(=O)c1cccc(F)c1 (stereo unspecified) | 1.8 | 1.6 | 1.5 | 5.3 | 3.0 | 1.8 | -4.5 | -3.6 | x | 0.5
CCCCOc1cccc(C(=O)Nc2ccc(NC(=O)c3cccs3)cc2)c1 | -1.7 | 3.1 | 0.9 | -5.7 | -2.5 | -4.5 | -13.3 | -4.5 | -3.4 | -0.3
O=C(NCc1ccco1)C12CN(Cc3ccccc3)CC1C(c1ccc([N+](=O)[O-])cc1)=NO2 (stereo unspecified) | -5.3 | -4.2 | 4.2 | 1.8 | 1.9 | 0.1 | 4.2 | 6.4 | -14.3 | 3.0
CC(=O)NC12CC3CC(C1)CC(C(=O)N1CCN(C(=O)c4ccco4)CC1)(C3)C2 | 10.2 | 3.0 | 2.0 | -14.3 | 4.7 | 2.6 | -6.2 | -5.2 | 7.6 | -2.9
CC(=O)Nc1ccc(SCC(=O)O)cc1 | -6.7 | -1.4 | -2.5 | 0.4 | 5.3 | -0.5 | -1.1 | 2.4 | 4.2 | 0.6
CC(=O)c1ccc(C(=O)Nc2sc3c(c2C(N)=O)CCN(Cc2ccccc2)C3)cc1 | -7.4 | -3.3 | 8.9 | -1.3 | -11.2 | 2.3 | -10.4 | -0.8 | -10.2 | -2.8
COc1cccc(-c2cc(C(F)(F)F)nc(-n3cc(C)cn3)n2)c1 | -6.8 | 0.1 | 2.6 | -4.8 | -4.9 | -5.0 | 7.9 | 0.2 | -10.3 | -7.0
CCN(CC)Cc1cc(O)c(CN(CC)CC)cc1O | 16.6* | 52.1* | 17.4 | 19.8 | 30.3* | 5.6 | 4.2 | 13.7 | 34.0 | -0.6
Cc1ccccc1-c1cc(-c2ccccc2O)on1 | -0.9 | 1.7 | 6.6 | -12.7 | -1.3 | 2.4 | -6.9 | -0.5 | -27.3 | -0.9
Cc1cc(C)nc(Nc2nc(C(N)Cc3ccc(C(F)(F)F)cc3)cs2)n1 (stereo unspecified) | -5.7 | -0.1 | 12.9 | 20.3 | -0.7 | -16.0 | 5.1 | 1.8 | x | -2.7
COC(=O)c1ccc(CNC(=O)c2ccccc2C(=O)NCC2(CBr)OCCO2)cc1 | 5.4 | -0.5 | -0.8 | -2.0 | -2.7 | -3.0 | -4.5 | -1.0 | 2.3 | 2.6
C#CCONC(=O)c1cc(OCC(F)(F)F)ccc1OCC(F)(F)F | 3.1 | 0.0 | -4.0 | 5.2 | -1.8 | 4.6 | 17.9* | 0.3 | -0.6 | 2.2
CCS(=O)(=O)n1nc(-c2ccc(OC)cc2)nc1SC | -6.3 | 2.6 | -0.5 | 0.2 | 3.1 | 2.2 | 7.5 | -1.0 | -3.2 | -1.9
CC(C)NOC(=O)c1ccc(Cl)cc1 | -0.4 | 1.0 | -0.9 | 0.5 | -2.5 | -2.3 | 9.9 | 8.3 | 0.0 | -3.7
Cn1c(=O)cc(SCC(=O)NCCC2=CCCCC2)c2ccccc21 | -5.7 | -0.9 | -2.9 | 2.2 | -1.1 | -4.0 | -6.0 | 5.7 | -1.5 | -2.5
COc1cc(C(=O)Nc2nnc(CC(=O)N3CCOCC3)s2)cc(OC)c1OC | -0.5 | 2.1 | -0.7 | 1.7 | -2.3 | -2.1 | -0.2 | 7.5 | 2.9 | -7.2
COc1cc(/C=C(\CCC(=O)O)c2nc3ccccc3s2)ccc1OCC(=O)Nc1c(Cl)cccc1Cl | 2.9 | -1.0 | 31.8 | -5.1 | 1.6 | -5.5 | -10.0 | 15.1 | -2.6 | -0.1
OCCCCNCc1cc(Br)ccc1OCc1ccccc1 | 10.5 | 29.3* | 6.6 | -9.2 | -0.4 | -39.3 | -7.6 | 1.5 | 5.8 | -15.0
CN1CCN(C(=O)c2ccccc2NC(=O)Cc2ccccc2)CC1 | -1.6 | -2.3 | 0.2 | -1.9 | -4.1 | 2.5 | 0.5 | 3.6 | 2.5 | 2.4
Cc1c(/C=N\NC(=O)c2ccc(F)cc2)cnn1C | -2.1 | 0.3 | -1.9 | -5.5 | -1.2 | 0.1 | 0.3 | 4.1 | 8.7 | -1.5
CCN(CC(=O)NCc1ccc(F)cc1)C(=O)c1cccnc1SC | -1.5 | -1.8 | -0.6 | -0.4 | 0.3 | 1.9 | 1.4 | -6.7 | -12.9 | 3.3
CCOCCCNC(=O)COC(=O)/C=C/c1ccc(S(=O)(=O)N2CCc3ccccc32)cc1 | -2.0 | 0.1 | -3.5 | -4.1 | -3.6 | 1.7 | -4.5 | -0.9 | -5.6 | 1.7
CC(=O)N(c1ccccc1)c1nc2ccccc2s1 | 0.8 | -0.2 | 2.4 | 0.6 | -0.2 | -2.0 | -10.7 | 5.5 | 4.2 | 0.1
COc1ccc(C2C3=C(CC(c4ccco4)CC3=O)Nc3ccccc3N2C(C)=O)cc1 (stereo unspecified) | -0.2 | 5.2 | -2.1 | -0.3 | -1.4 | -5.3 | 5.9 | 1.4 | 1.4 | -9.8
CCCC(C)C(=O)N(Cc1ccccc1)c1ccccn1 (stereo unspecified) | 0.4 | -2.5 | -3.1 | -4.8 | 1.6 | -1.3 | -0.3 | -7.0 | -8.6 | -1.3
CC(C)CN(C(=O)COC(=O)c1cc2c(s1)CCC2)C1CCS(=O)(=O)C1 (stereo unspecified) | 5.7 | 18.8 | 13.3 | 8.0 | 4.2 | 3.6 | -0.5 | 1.3 | -5.4 | 6.7
CC(C)C(=O)NC(c1ccc(N(C)C)cc1)c1c(O)ccc2ccccc12 (stereo unspecified) | -1.6 | 0.6 | 0.2 | -3.9 | 4.3 | -0.6 | -0.6 | -1.1 | 2.7 | -6.9
Cc1ccc(NC(=O)CN(C)CC(=O)Nc2ccccc2C(=O)Nc2ccccc2)cc1 | 2.1 | 7.8 | 0.4 | 5.6 | 0.2 | -0.9 | -8.0 | 1.5 | -1.5 | 3.4
Cc1ccccc1-c1nsc(SCC(=O)c2ccc(Cl)cc2)n1 | 0.5 | 0.3 | 8.6 | -0.5 | -2.6 | 1.4 | -2.4 | 9.6 | -19.0 | 3.6
O=C(NCCCn1ccnc1)Nc1ccc(Cl)cc1 | -2.6 | 0.8 | 0.1 | -2.8 | -4.8 | 2.5 | 7.5 | -2.2 | 2.6 | 8.5
CC1(c2ccccc2)NC(=O)N(NC(=O)COC(=O)c2cc(Br)ccc2O)C1=O (stereo unspecified) | 2.3 | 1.7 | 5.3 | -6.1 | -3.6 | -2.3 | -6.7 | 1.5 | 0.0 | -7.5
O=C(COc1ccc(-c2ccccc2)cc1)NNC(=O)Nc1ccc(F)cc1F | 2.7 | -1.0 | 7.7 | -13.3 | -3.9 | -6.8 | -30.9 | 3.0 | -3.1 | -2.4
Cc1cc(C)c2nc(N3CCC(C(=O)NCCN4CCOCC4)CC3)sc2c1 | 3.1 | 1.1 | -3.2 | -3.8 | -3.8 | 3.6 | -11.0 | -1.0 | 3.1 | -2.2
O=C(N/N=C/c1ccccc1Br)C1CC1 | 1.7 | -1.1 | 1.3 | 1.3 | -2.3 | 6.5 | -1.3 | 7.8 | -4.0 | 0.8
O=C(CSc1n[nH]c(=O)[nH]c1=O)N/N=C/c1ccccc1O | 1.5 | -2.0 | 1.7 | -10.0 | -2.0 | -3.2 | -1.5 | 4.8 | -2.1 | 2.1
Cc1ccc(OCCOC(=O)Nc2ccccc2)cc1 | 2.9 | 4.5 | -0.6 | 0.8 | 1.0 | 1.5 | -0.7 | 1.8 | -4.8 | -1.8
N#Cc1c(C(F)(F)F)cc(=O)[nH]c1SCC(=O)O | -0.5 | 1.7 | 2.4 | -5.0 | -0.1 | -0.5 | -3.9 | 1.3 | 6.1 | 4.5

Profiles from above. Values in the order: MBD2 DNA inh	UHRF1 binding	rCAG binder	mABHD4 FP	PRMT1 FP inh	GC-A act	SIAE primary	TCR CD3 inh	HTRA1 inhibitor	GC-B act
Shown for `CCN(CC(=O)NCc1ccc(F)cc1)C(=O)c1cccnc1SC` : -1.5	-1.8	-0.6	-0.4	0.3	1.9	1.4	-6.7	-12.9	3.3
Shown for `O=C(COc1ccc(-c2ccccc2)cc1)NNC(=O)Nc1ccc(F)cc1F` : 2.7	-1.0	7.7	-13.3	-3.9	-6.8	-30.9	3.0	-3.1	-2.4
Shown for `N#Cc1c(C(F)(F)F)cc(=O)[nH]c1SCC(=O)O` : -0.5	1.7	2.4	-5.0	-0.1	-0.5	-3.9	1.3	6.1	4.5

(further entries)
SMILES | MBD2 DNA inh | UHRF1 binding | rCAG binder | mABHD4 FP | PRMT1 FP inh | GC-A act | SIAE primary | TCR CD3 inh | HTRA1 inhibitor | GC-B act
CC(C)(C)N1C(=O)c2ccc(C(=O)O)cc2C1=O | -4.5 | 1.8 | 1.3 | 3.0 | -2.3 | -1.9 | 6.6 | 5.0 | -1.9 | 0.0
OCCC1CN(Cc2cccc(-c3ccco3)c2)CCN1Cc1ccsc1 (stereo unspecified) | -3.8 | -2.4 | -3.4 | -0.7 | -1.9 | 1.4 | 3.1 | -2.0 | -2.4 | -1.4
COc1cccc(C(=O)C2CCCN(C(=O)CCc3scnc3C)C2)c1 (stereo unspecified) | 3.8 | -1.7 | -6.7 | -5.0 | -2.7 | -2.1 | -4.4 | 4.8 | 1.7 | 0.4
COC(=O)c1ccc2nc(-c3ccccc3)c(Cc3cccc(F)c3)n2c1 | -0.8 | 9.0 | 6.2 | -5.8 | 0.1 | 21.3 | -1.6 | -10.4 | x | 30.8
COc1ccc(NC(=O)C2CC(=O)N(c3ccccc3C)C2)c(OC)c1 (stereo unspecified) | -1.5 | -0.1 | -0.9 | -0.7 | -1.0 | 1.2 | 2.4 | 0.4 | 7.0 | 5.6
CSc1ccc(/C=N/N(C)S(=O)(=O)c2ccc(C)cc2)cc1 | 5.6 | 1.8 | -2.8 | -11.3 | -2.8 | -1.4 | 1.5 | -7.6 | -33.2 | -0.4
Cc1ccc(S(=O)(=O)NNC(=O)c2snnc2C)cc1 | 3.7 | -0.6 | 1.9 | 0.4 | 1.1 | -4.3 | 2.1 | -0.4 | 7.0 | -1.8
COc1ccc(OC)c(/C=N/NC(=O)c2ccc(Cn3cc([N+](=O)[O-])cn3)o2)c1 | 5.7 | -0.2 | 2.9 | -7.6 | -1.6 | 3.5 | 7.0 | -14.1 | -5.9 | -3.5
CCOC(=O)NC(N(O)c1cccc(Cl)c1)C(Cl)(Cl)Cl (stereo unspecified) | 0.4 | 1.3 | -1.6 | -1.7 | 17.5 | -2.1 | 2.0 | -13.9 | x | 1.7
CCOC(=O)C1=C(Cc2ccc(F)cc2)C(=O)c2ccccc2C1=O | -6.1 | -4.9 | 10.5 | -12.2 | 78.6* | 8.8 | -12.4 | -2.0 | 5.0 | -2.8
CCOC(=O)C1CCN(CC(=O)N2C(C)CCCC2C)CC1 (stereo unspecified) | -1.2 | 0.0 | -4.0 | 12.3 | 1.6 | 1.4 | 4.6 | 4.0 | 0.0 | -0.7
